Screening results as filed in PubChem.
L3MBTL1 inh: blocks human L3MBTL1. Potency, µM (series often up to 57.1 µM), without a hit: at the top dose activity, negative = inhibition, hits mostly inhibitors. actives 0.66% (n = 230,000). Q9Y468. AlphaScreen L3MBTL1–H3K9me1 peptide binding; note: % is set by controls: 0 for no effect and ±100 for the full control effect; nearly all actives have a fitted effect of over 60% in size
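L3MBTL1 (50 nM) pre-complexed 30 min with biotinylated H3(1-15)K9me1 peptide (75 nM), then compounds added for 30 min at room temperature; AlphaScreen streptavidin donor/nickel chelate acceptor beads (10 ug/mL final) read after 30 min dark incubation.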
RECQ1 helicase: inhibitors of human RECQ1 DNA helicase | RECQ1 DNA unwinding, red fluorescence kinetic read | Potency, µM (top dose mostly 57.3 µM), inactives show at the top dose activity, negative = inhibition, usual class: inhibitors | actives 0.54% (n = 240,000) | AID 2549;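 note: plate controls were vehicle for no effect and no enzyme for full effect; nearly all actives have a fitted effect of over 30% in size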
Target sequence (P46063 whole entry, looked up): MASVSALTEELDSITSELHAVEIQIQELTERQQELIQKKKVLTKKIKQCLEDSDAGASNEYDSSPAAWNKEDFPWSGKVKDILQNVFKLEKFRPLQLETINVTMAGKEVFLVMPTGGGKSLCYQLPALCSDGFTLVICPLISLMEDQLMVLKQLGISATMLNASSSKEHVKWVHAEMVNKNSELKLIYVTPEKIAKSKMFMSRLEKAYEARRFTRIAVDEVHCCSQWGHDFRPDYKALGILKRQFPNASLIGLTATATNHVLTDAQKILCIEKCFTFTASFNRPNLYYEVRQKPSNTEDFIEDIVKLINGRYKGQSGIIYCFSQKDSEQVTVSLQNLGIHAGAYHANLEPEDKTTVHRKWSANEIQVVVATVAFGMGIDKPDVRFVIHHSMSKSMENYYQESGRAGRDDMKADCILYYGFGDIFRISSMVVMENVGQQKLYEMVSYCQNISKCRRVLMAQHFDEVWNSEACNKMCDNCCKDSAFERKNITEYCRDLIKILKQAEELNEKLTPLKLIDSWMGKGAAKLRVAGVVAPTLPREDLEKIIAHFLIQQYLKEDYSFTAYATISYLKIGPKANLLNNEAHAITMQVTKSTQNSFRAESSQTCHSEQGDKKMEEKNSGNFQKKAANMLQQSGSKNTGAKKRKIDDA
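RECQ1T1 50 nM; forked duplex (20 bp + 30-nt ss tails) 200 nM, ATP 2 mM final; pH 8.0, 2 mM MgCl2, 2.5 ug/ml poly(dI-dC); 15 min compound preincubation; discontinuous kinetic read over 2 h at RT.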
HTT cytoprotect: Huntington cell model cytoprotection by ATP luminescence; PC12 HTT-Q103 induced, cytoprotection, ATP luminescence, 40 h; Potency, µM (highest dose often 56.4 µM), inactives show cytoprotection (ATP increase), most hits filed as activators; actives 0.14% (n = 230,000);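 note: % of control where 0% means no effect; nearly all actives have a fitted effect of over 45% in size; toxic huntingtin expression switched on by the ecdysone agonist tebufenozide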
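Compounds were screened for protection of PC12 cells against cell death after tebufenozide induction (100 nM final) of mutant Huntingtin exon 1 (Q103) fused to GFP.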
TRb-SRC2 inh: disrupts binding of human TR beta to SRC2; P10828; TRbeta-SRC2 peptide binding, fluorescence polarization; receptor liganded with 1 µM T3; Potency, µM (titrated, usually from 106 µM), inactives show at the top dose activity change, negative = inhibition, usual class: inhibitors; actives 0.065% (n = 280,000); AID 1469;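 note: plate controls were bound peptide for no effect and peptide without receptor for full effect; nearly all actives have a fitted effect of over 50% in size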
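TRb LBD 0.6 uM + Texas Red SRC2 peptide 20 nM, 1 uM T3, Tris buffer w/ 5% DMSO; compound pinned, 5 h RT; FP read ex 555/em 632; normalized to unbound and bound controls.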
TR SRC2 fluor cs: counter-screen for TRb-SRC2 inhibitors: fluorescence interference; Potency, µM (titrated, usually from 106 µM), inactives show top-dose fluorescence change, negative = quenching; TRb/SRC2 Texas Red total fluorescence interference; actives 0.29% (n = 280,000); active = well fitted curve in either direction with a large enough effect; inconclusive = small, poorly fitted or top-dose-only effect; note: % is set by controls: 0 for no effect and ±100 for the full control effect
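Human TRβ ligand-binding domain (0.6 uM) and Texas Red SRC2 peptide (20 nM) in Tris buffer with 1 uM T3 and 5% DMSO were incubated with pinned compound for 5 hr at ambient temperature. Total fluorescence was computed as S + 2P (555/632 nm).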
Tau ThT inhib: inhibitors of human tau fibril formation, thioflavin T binding. P10636. recombinant tau K18 P301L, heparin-induced fibrillization, ThT fluorescence. Potency, µM (titrated, usually from 57.4 µM), for the others: top-dose activity, negative = inhibition, usual class: inhibitors. actives 2.1% (n = 270,000). AID 1460; note: % is set by controls: 0 for no effect and ±100 for the full control effect; nearly all actives have a fitted effect of over 55% in size
Target sequence (P10636 561-689 P618L limits assumed): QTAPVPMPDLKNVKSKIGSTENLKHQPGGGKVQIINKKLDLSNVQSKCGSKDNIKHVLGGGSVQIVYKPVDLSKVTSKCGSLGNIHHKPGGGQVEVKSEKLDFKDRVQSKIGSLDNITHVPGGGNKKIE
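Fibril formation assay: tau K18 P301L at 15 uM with trace Alexa 594 label, heparin inducer 20 uM, pH 7 sodium acetate buffer, 37 C for 6 hr; endpoint ThT signal.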
Tau fluor counter: counter-screen for tau fibril formation inhibitors; Potency, µM (doses to about 57.7 µM), without a hit: at the highest dose activity change, negative = decrease; AID 1463; actives 0.93% (n = 280,000); tau K18 P301L Alexa594 fluorescence, heparin fibrillization; note: % is set by controls: 0 for no effect and ±100 for the full control effect; nearly all actives have a fitted effect of over 55% in size
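Human tau K18 P301L (15 uM unlabeled, 0.24 uM Alexa 594-labeled) in 100 mM sodium acetate pH 7 with 20 uM heparin, 6 hr at 37 C. ThT 30 uM added, 1 hr ambient; Alexa 594 FP and total fluorescence read at 555/632 nm.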
Tau FP inhib: inhibitors of human tau fibril formation | P10636 | K18 P301L tau heparin fibrillization, Alexa594 FP, 6 h | Potency, µM (series often up to 57.7 µM), for the others: at the highest dose activity, negative = inhibition, hits mostly inhibitors | actives 0.39% (n = 280,000); note: % is set by controls: 0 for no effect and ±100 for the full control effect; nearly all actives have a fitted effect of over 55% in size
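Human tau K18 […] P301L fragment, 15 uM unlabeled plus 0.24 uM Alexa 594-labeled tau (final), with compound and 20 uM heparin in 100 mM sodium acetate pH 7; 6 hr at 37 C, then Alexa 594 FP read.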
Starred values were filed as active, the others as inactive; & = joins results of further samples; ! = not confirmed by another sample; [ ] = dose if it differs, or a comment. Unless noted, calls come from the whole dose curve; as a rule, active = well fitted curve in the direction sought with a large enough effect; inconclusive = small, poorly fitted or top-dose-only effect, or another doubt; inactive = no such curve, though single readings can be large; an effect the other way counts as inactive or inconclusive. Potency is the fitted concentration of half-maximal effect. The list is partial; the hit share may differ from the screen's.

What do the screens show for `COc1ccc(/C=C/c2c([N+](=O)[O-])c(=O)n(C)c(=O)n2C)c(OC)c1`?
L3MBTL1 inh: 0%; RECQ1 helicase: -18%; HTT cytoprotect: 6%; TRb-SRC2 inh: 1%; TR SRC2 fluor cs: 0%; Tau ThT inhib: inconclusive; Tau fluor counter: -3%; Tau FP inhib: 0%

What do the screens show for `COc1ccc(F)cc1S(=O)(=O)Nc1cccc(-c2ccc(N3CCCCCC3)nn2)c1`?
TRb-SRC2 inh: 3%; TR SRC2 fluor cs: 1%; Tau ThT inhib: 0%; Tau fluor counter: -22%; Tau FP inhib: -12%

Results for NS(=O)(=O)c1ccc(CNC(=S)NCc2ccc(Cl)cc2)cc1 ?
L3MBTL1 inh: -5%; RECQ1 helicase: -5%; HTT cytoprotect: 13%[0.074 µM]; TRb-SRC2 inh: 5%; TR SRC2 fluor cs: -2%; Tau ThT inhib: 6%; Tau fluor counter: -16%; Tau FP inhib: 1%

Results for O=S(=O)(NCC1CCN(S(=O)(=O)c2ccccc2)CC1)c1ccccc1 ?
L3MBTL1 inh: -9%; RECQ1 helicase: -1%; HTT cytoprotect: 10%; TRb-SRC2 inh: 1%; TR SRC2 fluor cs: -4%; Tau ThT inhib: -9%; Tau fluor counter: -4%; Tau FP inhib: 3%

What do the screens show for `C/C(=N\Nc1cc(-c2ccccc2)nc(-c2ccccc2)n1)c1ccc(O)c(C)c1`?
L3MBTL1 inh: -10%; RECQ1 helicase: -3%; HTT cytoprotect: -8%[10 µM]; TRb-SRC2 inh: 13%; TR SRC2 fluor cs: 10%; Tau ThT inhib: -2%; Tau fluor counter: 1%; Tau FP inhib: 6%

How did O=c1cc2c(n[nH]1)CCCC2 do in these assays?
L3MBTL1 inh: 1%; RECQ1 helicase: 12%; HTT cytoprotect: -15%[10 µM]; TRb-SRC2 inh: -6%; TR SRC2 fluor cs: -2%; Tau ThT inhib: -1%; Tau fluor counter: 4%; Tau FP inhib: 2%

Results for O=C(c1ccccc1F)N1CCN(c2ccc([N+](=O)[O-])c(N3CCOCC3)c2)CC1 ?
L3MBTL1 inh: -19%; RECQ1 helicase: 19%; HTT cytoprotect: 7%[10 µM]; TRb-SRC2 inh: 5%; TR SRC2 fluor cs: -1%; Tau ThT inhib: inconclusive; Tau fluor counter: -14%; Tau FP inhib: 1%

How did COc1ccc(NS(=O)(=O)c2c(C)[nH]c(=O)[nH]c2=O)c(OC)c1 do in these assays?
L3MBTL1 inh: -6%; RECQ1 helicase: -11%; HTT cytoprotect: 27%[10 µM]; TRb-SRC2 inh: -17%; TR SRC2 fluor cs: 1%; Tau ThT inhib: -5%; Tau fluor counter: 3%; Tau FP inhib: 3%

How did O=C(CSc1ncc2c(n1)-c1cc(Cl)ccc1N(Cc1ccccc1F)S2(=O)=O)Nc1cccc(C(F)(F)F)c1 do in these assays?
TRb-SRC2 inh: 1%; TR SRC2 fluor cs: 0%; Tau ThT inhib: 7%; Tau fluor counter: inconclusive; Tau FP inhib: inconclusive

How did CCOC(=O)C(C)Oc1ncnc2cccc(F)c12 (configuration not stated) do in these assays?
RECQ1 helicase: 2%; HTT cytoprotect: inconclusive; TRb-SRC2 inh: 7%; TR SRC2 fluor cs: 0%; Tau ThT inhib: -3%; Tau fluor counter: -2%; Tau FP inhib: 1%

What do the screens show for `CCc1ccc(C2CC(c3cccc(OC)c3)n3nc(N)nc3N2)cc1` (configuration not stated)?
L3MBTL1 inh: 1%; RECQ1 helicase: -12%; HTT cytoprotect: 10%; TRb-SRC2 inh: 2%; TR SRC2 fluor cs: 0%; Tau ThT inhib: -5%; Tau fluor counter: -5%; Tau FP inhib: -10%

How did COc1cc(NC(=O)c2nc3nc(C)cc(C(F)F)n3n2)c(OC)cc1Cl do in these assays?
TRb-SRC2 inh: -3%; TR SRC2 fluor cs: 1%; Tau ThT inhib: -11%; Tau fluor counter: -8%; Tau FP inhib: -4%

Results for Cc1ccc(OCn2c(=O)sc3ccccc32)cc1 ?
RECQ1 helicase: inactive; HTT cytoprotect: -9%; TRb-SRC2 inh: -4%; TR SRC2 fluor cs: 1%; Tau ThT inhib: -5%; Tau fluor counter: -13%; Tau FP inhib: 4%

What do the screens show for `CCc1ccc(OC)c(S(=O)(=O)Nc2ccccc2C)c1`?
RECQ1 helicase: -5%; HTT cytoprotect: -14%; TRb-SRC2 inh: -2%; TR SRC2 fluor cs: -8%; Tau ThT inhib: -3%; Tau fluor counter: -7%; Tau FP inhib: 3%

Results for COc1ccc(C)cc1NC(=O)CSc1nc(=O)n(Cc2ccncc2)c2c1CCC2 ?
TRb-SRC2 inh: -9%; TR SRC2 fluor cs: 0%; Tau ThT inhib: -3%; Tau fluor counter: -1%; Tau FP inhib: -5%

What do the screens show for `Cc1onc(-c2c(Cl)cccc2Cl)c1COC(=O)c1ccc(Cl)cc1`?
L3MBTL1 inh: 30%[activator]; RECQ1 helicase: 7%; HTT cytoprotect: -2%[10 µM]; TRb-SRC2 inh: 0%; TR SRC2 fluor cs: -3%; Tau ThT inhib: -14%; Tau fluor counter: -23%; Tau FP inhib: 2%

Results for CCOc1cc(/C=C\[N+](=O)[O-])ccc1OCC(=O)N1CCOCC1 ?
L3MBTL1 inh: 13%; RECQ1 helicase: 0%; HTT cytoprotect: -76%[inhibitor]; TRb-SRC2 inh: -6%; TR SRC2 fluor cs: -4%; Tau ThT inhib: inconclusive; Tau fluor counter: -7%; Tau FP inhib: -4%

Results for Cc1ccc(NC(=O)CNC(=O)Cn2c(C)cc3ccccc3c2=O)cc1F ?
TRb-SRC2 inh: -3%; TR SRC2 fluor cs: 0%; Tau ThT inhib: -13%; Tau fluor counter: -18%; Tau FP inhib: -3%

Results for C(=N\Nc1nccc(-c2cccnc2)n1)/c1ccccc1 ?
RECQ1 helicase: -12%; HTT cytoprotect: -14%[10 µM]; TRb-SRC2 inh: 0%; TR SRC2 fluor cs: -2%; Tau fluor counter: 5%; Tau FP inhib: 1%

Results for O=C(/C=C/c1cnc2ccccc2n1)NC12CC3CC(CC(C3)C1)C2 ?
L3MBTL1 inh: 29%; RECQ1 helicase: -9%; HTT cytoprotect: -6%[10 µM]; TRb-SRC2 inh: -19%[53 µM]; TR SRC2 fluor cs: inconclusive; Tau ThT inhib: 9%; Tau fluor counter: 6%; Tau FP inhib: -5%

What do the screens show for `CC(Sc1ncnc2ccccc12)C(=O)Nc1ccc2c(c1)OCCO2` (configuration not stated)?
L3MBTL1 inh: 3%; RECQ1 helicase: -11%; HTT cytoprotect: inconclusive; TRb-SRC2 inh: -8%; TR SRC2 fluor cs: inconclusive; Tau ThT inhib: inconclusive; Tau fluor counter: -25%; Tau FP inhib: 5%

Results for COc1ccccc1Nc1sc(C(=O)c2ccc(F)cc2)c(N)c1S(=O)(=O)c1ccc(C)cc1 ?
TRb-SRC2 inh: -4%; TR SRC2 fluor cs: -1%; Tau ThT inhib: 4%; Tau fluor counter: -20%; Tau FP inhib: inconclusive

How did CCOC(=O)c1ccc(NC(=O)Cc2noc3ccc(C)cc23)cc1 do in these assays?
TRb-SRC2 inh: 2%; TR SRC2 fluor cs: 1%; Tau ThT inhib: -7%; Tau fluor counter: 3%; Tau FP inhib: -1%

Results for COCCn1c(-c2ccco2)csc1=Nc1cccnc1 ?
RECQ1 helicase: -2%; HTT cytoprotect: -4%; TRb-SRC2 inh: 3%; TR SRC2 fluor cs: -2%; Tau ThT inhib: inconclusive; Tau fluor counter: -12%; Tau FP inhib: -3%

Results for O=C(CCc1ccc(O)cc1)c1c(O)cc(O)cc1O ?
RECQ1 helicase: 13µM*!; HTT cytoprotect: -15%[1.9 µM]; TRb-SRC2 inh: inconclusive; TR SRC2 fluor cs: -1%&-1%&-12%&-29%; Tau ThT inhib: inconclusive; Tau fluor counter: inconclusive; Tau FP inhib: 2%&0%&5%&12%

How did O=C(N/N=C/c1ccc(OCc2ccccc2)cc1)c1ccc(O)cc1 do in these assays?
L3MBTL1 inh: 1%; RECQ1 helicase: inactive; TRb-SRC2 inh: 2%; TR SRC2 fluor cs: 2%; Tau ThT inhib: inconclusive; Tau fluor counter: -29%; Tau FP inhib: inconclusive

Results for Cc1sc2nc(COC(=O)c3ccc(O)cc3)[nH]c(=O)c2c1C ?
L3MBTL1 inh: inconclusive; RECQ1 helicase: -11%; HTT cytoprotect: 9%[10 µM]; TRb-SRC2 inh: -2%; TR SRC2 fluor cs: -3%; Tau ThT inhib: -7%; Tau fluor counter: -25%; Tau FP inhib: -2%

How did O=c1ccn(Cc2ccc(F)cc2)c2ccnc(C(F)(F)F)c12 do in these assays?
L3MBTL1 inh: -17%; RECQ1 helicase: 3%; HTT cytoprotect: 17%[10 µM]; TRb-SRC2 inh: -3%; TR SRC2 fluor cs: -1%; Tau ThT inhib: 10%; Tau fluor counter: 0%; Tau FP inhib: -5%

What do the screens show for `O=C(O)C1C2CC2CN1C(=O)c1ccc(Cl)cc1Cl` (configuration not stated)?
L3MBTL1 inh: 9%; RECQ1 helicase: inactive; HTT cytoprotect: -19%[10 µM]; TRb-SRC2 inh: 0%; TR SRC2 fluor cs: -1%; Tau ThT inhib: 0%; Tau fluor counter: 1%; Tau FP inhib: 12%

Results for CCc1nn2cc(C(=O)c3ccccc3O)cnc2c1-c1ccc(F)cc1 ?
L3MBTL1 inh: -10%; RECQ1 helicase: -13%; HTT cytoprotect: -23%[10 µM]; TRb-SRC2 inh: -2%; TR SRC2 fluor cs: 4%; Tau ThT inhib: inconclusive; Tau fluor counter: -27%; Tau FP inhib: inconclusive

Results for C#CCSc1nnc(CSc2nc3ccccc3s2)n1-c1ccccc1 ?
RECQ1 helicase: inactive; HTT cytoprotect: -19%; TRb-SRC2 inh: -1%; TR SRC2 fluor cs: -1%; Tau ThT inhib: -20%; Tau fluor counter: -11%; Tau FP inhib: 0%
